From PubChem BioAssay
Vif imaging = blocks HIV Vif function; AID 602346; inhibition, % at 7.49 µM; actives 0.35% (n = 340,000); HEK293T cells, Vif self-association by quenched fluorescence, imaging, 24 h; in the data active = inhibition above about 50%, passing the limit was not always enough; inconclusive = no clear call, values can overlap the other calls; inactive = below about 31%; also: some results filed as inactive read as strong as hits
LMP1 NFkB inh = reduces LMP1-driven NF-kappaB luciferase signal | LMP1-induced NF-kappaB luciferase reporter cells, luminescence | inhibition, % at 12.5 µM | actives 0.69% (n = 350,000); in the data active = inhibition above about 41%; inconclusive = no clear call, values can overlap the other calls;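 also: 0% = neutral control wells and 100% = reference inhibitor control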
NCOA1 inh = inhibits human SRC1 coactivator. Q15788. HEK293 GAL4-SRC1 luciferase reporter, luminescence. inhibition, % at 3.6 µM. actives 0.12% (n = 360,000). AID 588354;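 active = inhibition above the campaign mean plus 3 SD, with each screening campaign given its own cutoff, cut at about 60% in these data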;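 also: 0% = DMSO treated cells and 100% = gossypol at 36 µM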
LRH-1 inv ag = NR5A2 inverse agonism in reporter assay; actives 0.13% (n = 360,000); O00482; HEK293T StAR-luciferase reporter, LRH-1 transfected, 24 h; inhibition, % at 3.6 µM;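 active = inhibition above the mean inhibition of all tested compounds plus 3 SD, cut at about 73% in these data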;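 also: 0% = DMSO wells and 100% = reporter-only cells lacking LRH-1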
Target sequence (O00482 whole entry, looked up): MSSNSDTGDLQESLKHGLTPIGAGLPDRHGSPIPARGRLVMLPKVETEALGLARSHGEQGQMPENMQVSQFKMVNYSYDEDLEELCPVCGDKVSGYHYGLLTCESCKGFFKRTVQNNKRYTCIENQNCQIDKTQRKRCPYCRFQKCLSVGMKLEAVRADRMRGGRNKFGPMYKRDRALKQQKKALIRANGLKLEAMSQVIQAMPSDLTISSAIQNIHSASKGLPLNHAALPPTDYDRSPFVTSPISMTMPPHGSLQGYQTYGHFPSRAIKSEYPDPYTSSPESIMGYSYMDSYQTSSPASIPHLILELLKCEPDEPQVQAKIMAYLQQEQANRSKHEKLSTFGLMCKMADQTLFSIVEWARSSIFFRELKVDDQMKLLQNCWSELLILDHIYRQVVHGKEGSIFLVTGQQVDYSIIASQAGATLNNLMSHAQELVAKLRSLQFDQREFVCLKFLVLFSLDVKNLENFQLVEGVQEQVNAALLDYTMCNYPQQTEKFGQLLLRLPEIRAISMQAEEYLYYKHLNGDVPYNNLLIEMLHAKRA
NCOA3 inh = inhibits human SRC3 coactivator; Q9Y6Q9; HEK293 GAL4-SRC3 luciferase reporter, luminescence; inhibition, % at 3.6 µM; actives 0.17% (n = 360,000);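 active = inhibition above a per-campaign cutoff, the mean of all compounds plus 3 SD, cut at about 60% in these data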;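 also: 0% = DMSO-treated cells and 100% = gossypol-treated cells at 36 µM; higher means less SRC3-driven luciferase light from the GAL4 reporter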
TROY signal inh = inhibitors of TROY-dependent NF-kB signaling; Q293 LMP1-TROYcd NF-kB luciferase reporter, 4 h; inhibition, % at 10 µM; actives 0.98% (n = 360,000); AID 1347056;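 active = compounds whose plate-normalised and pattern-corrected inhibition of the luciferase reporter signal at the single screening dose is 50% or more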
C8 TRAIL sens = caspase-8 TRAIL sensitization; NB7+C8 cells + TRAIL, ATPlite viability luminescence; inhibition (viability loss, TRAIL sensitization), % at 10 µM; actives 1% (n = 360,000);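 active = compounds causing at least 50% loss of cell viability in the single-dose screen, relative to plate controls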
NOD2-RIPK2 inh = blocks binding of human NOD2 to RIPK2. O43353. CHO BLA complementation NOD2-RIPK2, CCF4 ratio. inhibition, % at 4.98 µM. actives 0.38% (n = 360,000); in the data active = inhibition above about 21%;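 also: 0% = vehicle only and 100% = reference blocker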
TLR9-MyD88 block = inhibitors of human TLR9-MyD88 binding. Q9NR96+Q99836. AID 504734. CHO BLA complementation TLR9-MyD88, CCF4 FRET ratio. inhibition, % at 4.98 µM. actives 0.21% (n = 340,000);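 active = inhibition above the mean over all tested compounds plus 3 SD, cut at about 21% in these data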;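 also: 0% = DMSO only wells and 100% = clavulanate BLA inhibitor control wells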
SRC2 inh = inhibits human steroid receptor coactivator 2; Q15596; HEK293 GAL4-SRC2 luciferase reporter, luminescence; inhibition, % at 9 µM; actives 0.17% (n = 370,000);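 active = inhibition above the mean inhibition of all tested compounds plus 3 SD, set per campaign, cut at about 52% in these data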;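 also: 0% = DMSO treated cells and 100% = cells given Gossypol at 36 µM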
NR2F2 inh = NR2F2 (human) inhibition, primary screen; AID 686940; inhibition, % at 8.6 µM; P24468; HEK293T NGFI-A luciferase reporter, luminescence; actives 0.7% (n = 370,000);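 active = inhibition above a per-plate cutoff, mean inhibition of test wells between control levels plus 3 SD, cut at about 38% in these data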;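 also: cells cotransfected with COUP-TFII expression vector driving the NGFI-A reporter; 0% = median of COUP-TF2 test wells and 100% = reporter-only cells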
Target sequence (P24468 whole entry, looked up): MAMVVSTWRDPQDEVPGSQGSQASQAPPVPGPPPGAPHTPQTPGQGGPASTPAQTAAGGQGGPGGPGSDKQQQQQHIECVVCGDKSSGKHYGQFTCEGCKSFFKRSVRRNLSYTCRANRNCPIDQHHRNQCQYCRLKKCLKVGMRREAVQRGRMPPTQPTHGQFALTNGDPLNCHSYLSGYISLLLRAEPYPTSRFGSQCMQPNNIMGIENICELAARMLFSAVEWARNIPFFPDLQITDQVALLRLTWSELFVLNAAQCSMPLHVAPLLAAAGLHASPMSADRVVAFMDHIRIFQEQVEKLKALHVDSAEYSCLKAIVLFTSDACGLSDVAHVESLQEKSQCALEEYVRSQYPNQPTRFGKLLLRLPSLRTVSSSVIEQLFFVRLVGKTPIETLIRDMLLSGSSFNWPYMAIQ
Active calls of the source: *; ? = inconclusive; . = no result given. A portion of the library, so the mix of outcomes need not match the whole.

SMILES	Vif imaging	LMP1 NFkB inh	NCOA1 inh	LRH-1 inv ag	NCOA3 inh	TROY signal inh	C8 TRAIL sens	NOD2-RIPK2 inh	TLR9-MyD88 block	SRC2 inh	NR2F2 inh
COc1cccc(NC(=O)COC(=O)CCC(=O)c2cccs2)c1	-5	-3	-16	20	-1	5	-6	0	-8	3	-5
O=C(O)CNC(=O)c1ccc(N2CCOCC2)cc1[N+](=O)[O-]	2	-12	-17	-12	5	6	0	-1	-48	11	9
COc1cc(C(=O)NCc2nnc(SCC(=O)N3CCC(C)CC3)o2)cc(OC)c1OC	.	3	-17	-3	7	8	-8	-6	1	-16	3
Cc1noc(C)c1NC(=O)N(C)C[C@@H]1Oc2ccc(NC(=O)Cc3cn(C)c4ccccc34)cc2CC(=O)N([C@H](C)CO)C[C@@H]1C	-5	-6	-1	5	10	-13	1	10	-3	-8	-12
O=C(NCC(c1cccnc1)N1CCN(c2ccc(F)cc2)CC1)c1ccc(F)cc1 (stereo not drawn)	.	9	6	-1	2	-12	1	14	8	-4	18
O=C(CSC1=N/C(=C/c2ccc(Cl)c(Cl)c2)C(=O)N1c1ccccc1F)NC1CC1	4	7	3	4	12	18	13	6	-4	-1	8
CCOc1ccc2nc(NC(=O)CSC3=NCCS3)sc2c1	.	-20	-44	-46	-43	-13	-2	2	-1	-32	-16
CC(C)C(=O)Nc1ccc2nn(-c3ccc(F)cc3)nc2c1	-2	-11	-91	-168	-122	34	27	-5	-3	.	.
Cc1cccc(NC(=O)CN(CC2CCCO2)C(=O)c2oc3ccc(F)cc3c2C)c1C (stereo not drawn)	6	-17	-5	-3	-1	-42	2	-5	-4	-18	23
CC(C)NC(=O)NC(=O)CSc1nnc(-c2ccccc2F)n1N	-5	-4	6	-5	-2	-13	3	-9	-2	12	4
Nc1c(-c2ccccc2)c(CN2CCOCC2)nn1-c1ccc(C(=O)O)cc1	1	-10	1	-13	4	5	0	6	7	-17	12
CC1CN(C(=O)/C=C/c2ccc3c(c2)OCO3)CC(C)O1 (stereo not drawn)	-5	-8	-1	17	5	-13	1	0	-12	6	-8
C=C(C)Cn1c(C2CC(=O)N(Cc3ccccc3)C2)nc2ccccc21 (stereo not drawn)	-5	-10	-12	-6	-8	-5	2	-5	1	-17	6
COc1ccc2[nH]cc(C(=O)CN3CCN(C4CCCCC4)CC3)c2c1	11	-6	11	5	-2	1	-5	-9	-5	-12	9
OC1(c2cccnc2)CCN(Cc2nnnn2C2CCCCC2)CC1	30	5	-14	-2	26	-3	1	2	6	-34	11
CN(C)c1nc(OCCNC(=O)Nc2ccccc2)nc(N2CCCCC2)n1	1	-36	-9	3	13	4	-4	-4	4	-6	18
O=C(NC1CCCC1)C(c1ccc(O)cc1)N(CC1CCCO1)C(=O)C1COc2ccccc2O1 (stereo not drawn)	6	-24	-17	11	17	-9	-3	-6	9	31	2
Cc1ccc(Nc2nc(C)cc(C)c2C(N)=O)cc1	2	8	5	-12	-4	17	-19	-2	4	4	-11
COc1ccc(S(=O)(=O)N2CCC(C(=O)NCc3ccncc3)CC2)cc1	-6	-20	6	-22	2	-14	-5	-3	-1	-17	1
Cc1sc2nc(SCC(=O)Nc3ccccc3F)[nH]c(=O)c2c1C	14	-8	-1	2	-5	-4	-7	-15	6	-14	-6
CN(Cc1ccc(F)cc1)S(=O)(=O)c1ccc2[nH]c(=O)[nH]c2c1	0	2	-4	13	5	0	-16	-15	6	-20	1
O=CNc1cc(-c2ccc(C(=O)NC3CC3)cc2)cn2c(-c3ccccc3)cnc12	.	.	12	7	-12	1	5	-12	.	-22	-8
CCN(CC)S(=O)(=O)c1ccc(-c2nnc(SCc3nnc(-c4ccc(C)cc4)o3)n2CC)cc1	-11	0	7	-20	15	-24	4	-5	0	10	-5
CCCCCCc1ccc(N2C[C@H](C)[C@@H](CC(=O)NCc3ccccc3)C2=O)cc1	4	-10	0	-13	-3	-23	1	4	-7	-13	20
N#Cc1ccc(OCCN2CCc3ccccc3C2)cc1	12	0	-21	-16	-7	-45	0	0	5	-1	-25
Continuation:
SMILES	Vif imaging	LMP1 NFkB inh	NCOA1 inh	LRH-1 inv ag	NCOA3 inh	TROY signal inh	C8 TRAIL sens	NOD2-RIPK2 inh	TLR9-MyD88 block	SRC2 inh	NR2F2 inh
COc1ccc(N2CCN(C(=O)c3ccccc3N(C)S(=O)(=O)c3ccccc3)CC2)cc1	-2	-16	-10	-18	3	3	-4	-9	-4	-1	3
C=CCOc1ccc(/C=C/C(=O)OCC(=O)NCc2cccc(OC)c2)cc1	4	-11	-1	-2	13	1	-13	-1	4	-15	-9
CC1CN(c2nnnn2-c2ccccc2)CC(C)O1 (stereo not drawn)	6	-12	-2	-25	7	.	-7	-1	6	-7	3
COc1ccc(Oc2nc(-c3ccncc3)nc3ccccc23)cc1	-7	1	-12	2	6	-2	4	0	.	-8	21
CCCC(=O)Nc1sc(C)c(C)c1C#N	-3	-1	4	9	13	-6	3	2	-10	-35	-11
Cn1c(=O)c2c(nc(Sc3nc4ccccc4n3CC(=O)N3CCCCC3)n2C)n(C)c1=O	13	-2	-1	9	-4	-21	-8	-7	1	14	0
COC(=O)C1CCN(C(=O)COC(=O)C2CCN(S(=O)(=O)c3c(Cl)cccc3Cl)CC2)CC1	-3	5	-3	11	3	-14	11	-3	6	18	2
COc1ccc(OC)c(N(CC(=O)NCCSC2CCCCC2)S(=O)(=O)c2ccccc2)c1	-11	-1	4	2	-31	17	-2	-5	3	2	-29
CN(C)c1ccc(C=Cc2ccnc3ccccc23)cc1N	.	.	-61	-28	-64	-13	17	33*	.	-14	-17
CC1=C([N+](=O)[O-])C(c2ccccc2)C2=C(N1)c1ccccc1C2=O (stereo not drawn)	21	13	4	13	-3	21	-10	1	6	-14	12
O=C(NCC1CCN(Cc2ccccc2F)CC1)C1CCCN(c2ncnc3c2nc2n3CCCCC2)C1 (stereo not drawn)	-2	-4	-13	-4	-14	0	11	19	-4	-5	16
Cc1c(NC(=O)CSC(=S)N2CCCC2)c(=O)n(-c2ccccc2)n1C	-1	-1	-2	9	-3	-17	17	-8	10	13	10
COc1cc(/C=C2/C(=N)N3C(=NC2=O)SN=C3S(C)(=O)=O)ccc1OS(=O)(=O)c1ccc(C)cc1	-24	0	-5	10	-1	4	-10	23*	9	13	22
Cc1cccc(N2CCN(C(=O)c3cccc(S(=O)(=O)N4CCc5ccccc5C4)c3)CC2C)c1 (stereo not drawn)	0	1	12	7	29	2	29	4	-9	16	2
O=C(Cn1cnc2ccccc2c1=O)NCCC(=O)Nc1ccccc1C(F)(F)F	-7	-5	-5	3	-14	15	-3	-3	-1	-20	-14
COCCCn1c(=S)[nH]c2sc3c(c2c1=O)CCCC3	-4	4	-1	-21	-8	-6	13	3	-19	16	1
COc1ccc(NC(=O)C2OC3OC(C)(C)OC3C3OC(C)(C)OC23)cc1 (stereo not drawn)	12	-11	-11	4	18	-11	-9	-5	6	-4	5
COc1ccc(CN2C[C@@H](CO)O[C@@H](n3cnc4c(N(C)C)ncnc43)C2)cc1	1	.	-4	-7	-4	-9	-11	-4	.	-2	7
Cc1ccc(NC(=O)CN2CCc3ccccc3C2)cc1F	1	-9	-9	4	7	-31	8	0	-4	-6	5
CCOC(=O)N1CCC(NC(=O)C2=CCN(S(=O)(=O)c3ccc(F)cc3)CC2)CC1	5	-3	-17	2	10	14	-8	-5	4	-4	-5
Cn1c(Cn2c(=O)sc3ccccc32)nnc1SCC(=O)NC1CCCCC1	-13	6	0	17	6	-3	6	-8	0	.	.
CN(C(=O)COC(=O)c1ccc(C(C)(C)C)cc1)C1CCS(=O)(=O)C1 (stereo not drawn)	-2	-1	-12	0	19	-14	3	-3	4	-8	26
Cc1c(O)cc2c(c1O)C(=O)CC(c1ccccc1)O2 (stereo not drawn)	?	9	-4	-18	-32	32	41	-2	14	-26	-11
N/C(COc1ccc(C(=O)O)cc1)=N\O	-7	?	-3	-4	-1	10	-9	0	-16	-12	3
CCc1cccc(CC)c1NC(=O)CN1CCN(S(=O)(=O)c2ccccc2)CC1	0	0	-16	3	19	-4	-13	6	6	-22	-8

Continued; it opens with the 2 that closed the last part.
SMILES	Vif imaging	LMP1 NFkB inh	NCOA1 inh	LRH-1 inv ag	NCOA3 inh	TROY signal inh	C8 TRAIL sens	NOD2-RIPK2 inh	TLR9-MyD88 block	SRC2 inh	NR2F2 inh
N/C(COc1ccc(C(=O)O)cc1)=N\O	-7	?	-3	-4	-1	10	-9	0	-16	-12	3
CCc1cccc(CC)c1NC(=O)CN1CCN(S(=O)(=O)c2ccccc2)CC1	0	0	-16	3	19	-4	-13	6	6	-22	-8
CC(=O)NCCCc1nc2ccccc2n1Cc1ccccc1F	4	-10	0	-15	-10	-17	-9	-5	9	14	12
Cc1ccc(CNC(=O)CCCC(=O)O)cc1	-1	-5	-3	-17	14	-5	6	1	-1	3	3
COC(C[C@H]1O[C@H]1[C@H](O)[C@H](C)OCc1ccccc1)OC	-8	1	3	5	3	-7	-4	-10	-17	-11	10
CC1C(=O)N2CCCc3cc(NC(=O)C(=O)NCc4ccc5c(c4)OCO5)cc1c32 (stereo not drawn)	11	-1	19	3	3	0	20	-7	-4	-5	-6
CCc1nnc(NC(=O)C(CC)c2ccccc2)s1 (stereo not drawn)	-4	1	11	11	-5	-3	10	-3	-11	3	0
Cc1ccc(NC(=S)N2CCC(NC(=O)c3ccco3)CC2)cc1C	24	-3	-1	0	-5	9	-1	-12	3	-8	12
C(#Cc1ccccc1)C[N+]1(CC#Cc2cccc3ccccc23)CCOCC1	8	-4	14	-5	11	8	2	-3	-2	6	3
Cc1ccc(OCc2ccc(-c3ccccc3)cc2)c([N+](=O)[O-])n1	-20	-12	-19	-11	-17	-20	3	-14	6	-49	-5
Cc1ccc(Oc2nnc(-c3cccs3)c3ccccc23)cc1C	-14	13	-17	0	7	12	8	3	0	-19	-20
O=C(NNS(=O)(=O)c1ccc([N+](=O)[O-])cc1)c1ccccc1	24	6	6	3	6	-8	4	-6	1	-17	9
O=C(c1cccs1)N1CCC(c2nc3ccccc3s2)CC1	-13	-2	0	-11	3	29	-6	8	4	.	.
CC1CC(C)CN(CCCNC(=O)c2csc3c2CCCC3)C1 (stereo not drawn)	0	-11	16	7	5	2	5	-1	-7	23	-11
CC(=O)Nc1ccc2c(c1)nc(CCN1CCN(C)CC1)n2C	11	-2	9	16	-13	2	-2	2	9	-2	9
Cc1cccc(NCC(=O)N/N=C\c2c[nH]c3ccccc23)c1	-3	-2	-29	27	7	16	-17	-4	1	21	16
COCCn1c(SCC(N)=O)nc2c(c1=O)SC(C)C2 (stereo not drawn)	-3	4	-5	-25	7	-10	5	-6	7	14	2
CC(=O)c1ccc(OC(=O)c2ccc(-n3nc(C)cc3C)cc2)cc1	24	-4	7	-12	5	1	-11	-9	-6	19	13
O=C1Nc2c(Cl)cccc2C1=O	.	.	-1	21	-11	48	9	-2	.	-8	16
COc1ccc(CNC(=O)CC2C[C@H](C(=O)N(C(C)C)C(C)C)[C@@]3(C)c4[nH]c5ccccc5c4CCN3C2=O)cc1OC (stereo partly drawn)	.	10	4	-29	-11	6	0	-2	-7	4	-2
